cytoskel mod: modifiers of cytoskeleton assembly | 91,000 tested, 0.18% active | HUVEC TNFa F-actin phalloidin imaging, high content | inhibition, % at 2 µM | AID 836;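 active = inhibition above the batch mean plus 3 SD and confirmed as a hit by visual image inspection, cut at about 30% in these data, passing the limit was not always enough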; note: strong numbers were not always called active
Calb biofilm kill: kills Candida albicans biofilms | C. albicans biofilm + clotrimazole, Alamar Blue | inhibition, % at 6 µM | 85,000 tested, 0.14% active | AID 834;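 active = inhibition above 20%; inactive = inhibition below 20%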;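 note: preformed 24 hr biofilms exposed to compound for 48 hr; 0% = biofilm without compound and 100% = blank killed by clotrimazole plus chlorhexidine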
VCAM1 TNFa inh: reduces TNF alpha induced VCAM1 expression in HUVEC | HUVEC TNFa-induced VCAM-1 immunofluorescence, high-content imaging | inhibition, % at 2 µM | 95,000 tested, 0.48% active;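 active = inhibition above the batch mean plus 3 SD, with images confirmed as a hit by eye, cut at about 37% in these data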;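 note: 0% = TNF-stimulated DMSO wells and 100% = unstimulated control wells; not every result past the cut was called active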
DAT uptake mod: human DAT dopamine uptake with cocaine, either direction | Q01959 | LLC-PK1 hDAT cells, [14C]-dopamine uptake with cocaine IC80; actives deviate in either direction | B-score at 10 µM | 110,000 tested, 1.3% active | AID 449768;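 active = Z score or B-score, a plate-position-corrected score, falls beyond the plate's 99.7% confidence bounds, in either direction; inactive = both scores lie inside the 99.7% bounds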;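 note: scored against the spread of the other compound wells on the same plate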
Target sequence (Q01959 whole entry, looked up): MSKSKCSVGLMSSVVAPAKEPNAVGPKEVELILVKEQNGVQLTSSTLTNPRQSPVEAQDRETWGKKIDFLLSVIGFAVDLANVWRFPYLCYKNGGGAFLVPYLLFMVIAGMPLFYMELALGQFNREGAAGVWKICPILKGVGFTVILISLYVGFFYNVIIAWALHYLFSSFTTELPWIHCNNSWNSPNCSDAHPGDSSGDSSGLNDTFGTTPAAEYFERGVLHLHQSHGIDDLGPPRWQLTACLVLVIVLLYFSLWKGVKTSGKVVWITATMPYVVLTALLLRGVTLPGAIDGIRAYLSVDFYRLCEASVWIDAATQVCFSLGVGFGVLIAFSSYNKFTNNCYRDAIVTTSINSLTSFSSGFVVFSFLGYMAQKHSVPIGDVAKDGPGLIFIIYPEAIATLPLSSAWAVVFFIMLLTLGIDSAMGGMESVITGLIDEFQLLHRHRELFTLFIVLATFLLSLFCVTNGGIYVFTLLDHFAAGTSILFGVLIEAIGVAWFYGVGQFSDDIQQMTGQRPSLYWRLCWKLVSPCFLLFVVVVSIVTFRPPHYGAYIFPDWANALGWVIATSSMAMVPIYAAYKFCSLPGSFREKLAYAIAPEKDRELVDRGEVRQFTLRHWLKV
TNFa cytotox: HUVEC cytotoxicity counter-screen, TNF alpha stimulated; HUVEC TNFalpha-stimulated, Hoechst cell count, imaging; cell count reduction, % at 2 µM; 93,000 tested, 0.17% active; AID 848;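 active = cell count reduction exceeding the screen mean by over 5 SD, scaled to untreated wells per plate, cut at about 78% in these data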;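 note: cells counted after 24 h of TNF alpha exposure following the 1 h pretreatment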
HUVEC tox IL1B: HUVEC cytotoxicity counter-screen, IL-1B stimulated. HUVEC cell count loss, Hoechst imaging. cell count reduction, % at 2 µM. 94,000 tested, 0.41% active. AID 845;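 active = cell count reduction more than 3 SD above the screen-wide mean, cut at about 70% in these data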;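 note: normalized per plate to untreated control cells as the no-loss baseline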
Smad3 inh: blocks human Smad3 binding to FoxH1 peptide | TR-FRET Smad3/Dy647-FoxH1 peptide binding, europium anti-His | P84022 | 88,000 tested, 0.29% active | AID 630 | inhibition, % at 25 µM;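 active = compounds that reduce the energy-transfer binding signal between the protein and its labelled peptide by more than half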;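 note: 0% = Smad3 plus labelled peptide maximal FRET and 100% = peptide-only background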
Target sequence (P84022 whole entry, looked up): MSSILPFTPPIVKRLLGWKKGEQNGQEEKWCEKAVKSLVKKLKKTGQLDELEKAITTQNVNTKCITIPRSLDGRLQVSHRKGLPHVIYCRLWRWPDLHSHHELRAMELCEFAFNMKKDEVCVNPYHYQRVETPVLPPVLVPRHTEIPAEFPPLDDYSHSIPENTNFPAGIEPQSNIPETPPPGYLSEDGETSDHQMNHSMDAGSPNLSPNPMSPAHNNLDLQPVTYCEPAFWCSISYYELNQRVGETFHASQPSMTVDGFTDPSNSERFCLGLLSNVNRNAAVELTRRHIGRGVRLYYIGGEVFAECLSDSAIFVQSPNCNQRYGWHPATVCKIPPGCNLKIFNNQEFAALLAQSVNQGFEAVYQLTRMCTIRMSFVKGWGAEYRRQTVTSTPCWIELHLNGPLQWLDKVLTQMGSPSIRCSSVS
PTPN22 inh 2: blocks human PTPN22 phosphatase activity; recombinant LYP catalytic domain, DiFMUP fluorescence; 96,000 tested, 0.21% active; inhibition, % at 2 µM;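 active = inhibition at 2 µM at or above a set limit, the screen mean plus 3 SD, cut at about 24% in these data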;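 note: 0% = DMSO with enzyme and 100% = enzyme fully blocked by orthovanadate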
MT1-MMP txn act: activates MT1-MMP transcription | HT1080 MT1-MMP promoter luciferase reporter, luminescence, overnight; hits give high values | AID 750 | 86,000 tested, 0.16% active | activation factor at 10 µM;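 active = activation factor of at least 2 for MT1-MMP transcription at 10 µM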
Numbers without * were called inactive; / = no result given; [ ] = another dose, or the depositor's remark. The list is partial; count on the stated rates, not on these rows.

molecule,cytoskel mod,Calb biofilm kill,VCAM1 TNFa inh,DAT uptake mod,TNFa cytotox,HUVEC tox IL1B,Smad3 inh,PTPN22 inh 2,MT1-MMP txn act
Cc1ccc(C(=O)NCc2cccs2)cc1S(=O)(=O)N1CCCCC1,/,5,/,-0.34,/,/,6[fluorescence artefact?],/,1.3
Cc1ccc(S(=O)(=O)NC2CCCc3ccccc32)cc1C (stereo unspecified),8,1,-4,0.47,-27,-58,0,2,1.2
CCOc1ccc(NC(=O)CSc2nc(C)cc(C)n2)cc1,-10,7,36,0.69,20,-24,0,-3,1.4
C=CCNC(=S)NNC(=O)c1ccc(OCC(C)C)cc1,8,0,-8,0.022,-6,7,11,-1,1
O=C(NNC(=S)Nc1ccc(F)cc1)c1ccccc1OC(F)F,-16,/,9,0.6,4,-18,/,-2,/
O=C(CCC1CCCC1)NCCCN1CCOCC1,-8,-3,-2,-0.79,-6,6,-18[fluorescence artefact?],2,1.1
Cc1nc2ccccc2n1CC(O)Cn1c2ccccc2c2ccccc21 (stereo unspecified),3,3,4,0.028,-1,9,-7,-10,1.1
COCCn1c(SCC(=O)c2ccc3c(c2)OCCO3)nnc1-c1ccco1,29,9,-9,0.7,-11,-17,8[fluorescence artefact?],-3,1.1
COCCCn1c(SCC(=O)NC2CCCC2)nnc1-c1ccco1,17,2,1,0.3,-19,-12,-28[fluorescence artefact?],-7,1.1
O=C(NCCc1cccs1)C1CC(c2ccccc2[N+](=O)[O-])=NO1 (stereo unspecified),-12,/,14,1.4,9,-24,/,3,/
COc1cccc2[nH]c3c(N4CCCC(C)C4)ncnc3c12 (stereo unspecified),-38,12,6,0.72,-3,-6,11,-17,1.4
CCOc1ccc(-c2nnc(-c3cccnc3)o2)cc1OCC,-27,-6,-1,0.74,4,-27,-2[fluorescence artefact?],8,1.1
CC(C)(C)NC(=O)NC(=O)COC(=O)CCCc1c[nH]c2ccccc12,12,6,10,1.5,-12,-10,14,3,1.2
Cc1ccccc1C(=O)O/N=C1\CCS(=O)(=O)c2sccc21,1,/,-16,0.02,2,4,/,-8,/
Cc1nnc(SCC(=O)Nc2ccccc2NC(=O)CSc2nnc(C)s2)s1,4,5,-31,-1.9,/,-22,8[fluorescence artefact?],-6,/
CCCOc1ccc(Cl)cc1CN1CCOCC1,0,3,9,0.45,-16,19,-14,-5,1.1
Cc1ccc(-c2c3c([nH]c(=S)c2C#N)CCCC3)o1,-4,2,14,-0.94,-46,-18,16[fluorescence artefact?],7,1.2
COc1cc(C(=O)N2CCN(C(=O)COc3ccc4ccccc4c3)CC2)cc(OC)c1OC,-24,/,2,0.62,-1,-1,/,-6,1.1
CC1=CC(C)(C)N(C(=O)c2ccccc2)c2ccc(C)cc21,-17,0,-4,-0.42,-2,15,-1,-11,1.1
CCCCOc1ccc(NC2=NC3(CCCC3)N=C(N)N2)cc1,-10,2,18,/,-3,-36,5[fluorescence artefact?],-8,1.2
Cc1ccc(S(=O)(=O)Nc2ccc(Br)cc2/C=N/n2cnnc2)cc1,3,9,3,1.1,-32,-22,-6,-8,1
CN1/C(=C\C=[N+](C)c2ccccc2)C(C)(C)c2ccccc21,5,/,7,-1.6,-9,0,/,3,/
CC1(C)CC(NC(=O)C(F)(F)F)CC(C)(C)N1OC(=O)c1ccco1,/,1,/,-0.16,/,/,2,/,1
CC(=O)c1ccc(NCC(=O)N2CCN(c3ccccc3)CC2)cc1,19,6,6,/,-29,-125,6,12,1.2
Cc1ccc(C)c2c3c([nH]c12)-c1nonc1CC3,-1,1,-11,-2,-9,-18,7,-2,1
COc1ccc2c(c1)c1ncn(Cc3ccco3)c(=O)c1n2C,-2,5,-18,0.044,-8,15,0,2,1
Cc1ccc(NC(=O)CS(=O)CC(=O)Nc2ccc3c(c2)OCO3)cc1Cl (stereo unspecified),-11,9,3,-7.6*,-20,-7,8,7,1.1
CCn1cc(C(=O)Nc2nnc(C)s2)c(=O)c2cc(F)c(N3CCN(C(=O)c4ccco4)CC3)cc21,9,4,12,/,-23,-15,5,6,1.3
CC(=O)Nc1nc(C(=O)Nc2c(C)n[nH]c2C)cs1,5,5,0,-1.2,-29,-8,7,7,1.2
CCCn1c(=O)c2c(C(F)(F)F)cc(-c3ccco3)nc2n(CCC)c1=O,-14,/,6,-0.045,9,-15,/,8,/
CCCCCOc1ccc2oc(=O)c3c(c2c1)CCCN3C(=O)CN1CCCC(C(=O)OCC)C1 (stereo unspecified),/,1,14,1.1,-10,9,8,10,1.1
Cc1ccc(-c2nnc(-c3ccc(Br)cc3)o2)o1,5,6,-13,-0.41,-7,-162,9,12,1.3
C=CCn1c(SCCC)nc(O)cc1=O,20,10,6,-0.3,-22,-5,11,-3,1.1
O=C1OCc2cc(NS(=O)(=O)c3cccs3)ccc21,3,5,16,-1.3,-11,-22,0,6,1
CCc1ccc(NC2=NCC(=O)N2c2ccc3c(c2)OCCO3)cc1,-13,6,16,-0.87,-4,-7,-9,11,1.2
COCCn1nnnc1C(c1ccc(OC)cc1OC)N1CCN(c2ccccc2)CC1 (stereo unspecified),13,-5,5,-0.35,-25,7,-9,-12,1.2
COC(=O)c1cc(Br)c(=O)n(-c2ccc(F)cc2)c1,-14,3,-18,-0.087,-6,-25,10,-3,1.1
O=C(CSCc1c(Cl)cccc1Cl)Nc1ccccc1C(=O)N1CCOCC1,-16,/,-14,0.86,-10,8,/,-9,/
COc1ccc(CCNC(=O)c2cc(-c3cc(Cl)cc(Cl)c3)oc2C)cc1,14,/,5,0.6,-11,-8,/,1,/
COc1cc(C)c(CNc2ccc(OC)c(OC)c2)cc1C,0,3,-29,-0.84,36,5,18[fluorescence artefact?],-8,1.2
CCOC(=O)c1ccc(NC(=O)C2=C(C)Nc3nc(CCCO)nn3C2c2ccc(OC)cc2)cc1 (stereo unspecified),/,-2,/,1.1,/,-13,-10,2,0.8
COc1ccc(CCNC(=O)Cn2cnc3c(nnn3Cc3ccc(C)cc3)c2=O)cc1OC,-3,11,6,-1.2,-18,-38,-4,-6,1.2
N#Cc1cc(-c2ccccc2)nnc1Oc1ccccc1Cl,14,/,1,-0.33,12,0,/,11,/
COc1ccccc1OC(=O)CN1C(=O)c2ccccc2C1=O,-5,-1,22,0.29,-12,-6,-7,9,1.1
CCN(CC)c1ccc2c(C)c(CN3CCOCC3)c(=O)oc2c1,31,5,-1,-0.31,-18,-26,5,-3,1.3
O=C(NCc1cccnc1)C1c2ccccc2C(=O)N1Cc1ccccc1 (stereo unspecified),7,8,12,-1.1,-31,0,1,2,/
Cc1cccc(N(C)C(=O)c2cc3cc4ccc(C)cc4nc3o2)c1,14,6,30,-0.78,-7,6,-5,-3,1.4
CN(C)c1ccc2c(O)cc(=O)n(C)c2c1,-20,-3,-9,-0.31,-10,-10,5,0,1
CCOc1ccc(-c2nnn(CC(=O)NCc3ccc4c(c3)OCO4)n2)cc1,2,7,-7,1.3,-17,16,-6,6,1
CC1=C(C(=O)OC(C)C)C(c2ccncc2)n2ncnc2N1 (stereo unspecified),-48,4,8,-0.19,0,-23,-2,-5,1
CC(=O)c1cccc(NC(=O)CN(Cc2ccccc2)S(C)(=O)=O)c1,7,6,10,0.58,-4,-126,-2,-3,1.2
COc1ccc(OC)c(NC(=O)C2CCCCC2C(=O)O)c1 (stereo unspecified),10,7,18,0.44,-20,26,-5,-13,1.2
CS(=O)(=O)N(CC(=O)NC1CCCCC1)Cc1ccc(Cl)cc1,/,4,26,-0.052,24,5,9,9,1.3
COc1ccc(Cl)cc1NC(=O)c1ocnc1C,24,2,4,0.091,-40,-29,2,1,1
C=C(C)CC1Nc2ccccc2NC1CC(=C)C (stereo unspecified),-16,3,3,0.18,-17,-4,-2,-3,0.9
CCOC(=O)c1c2c(c(=S)n(-c3ccccc3)c1N)CCC2,74,4,-10,-0.19,-39,-12,2,-3,0.9
Clc1ccc(CNC2CCCC2)c(Cl)c1,5,/,-7,-0.55,-10,-10,/,4,/
CCS(=O)(=O)c1ccc2oc(Nc3ccc(C(C)C)cc3)nc2c1,/,1,11,1,-28,-16,4,-17,1.2
CCOC(=O)N1CCN(c2c(Nc3cc(C)[nH]n3)c(=O)c2=O)CC1,13,8,15,-0.53,-33,2,-2,5,1
CCOc1cc(C(=O)N2CCN(c3ccccc3)CC2)cc(OCC)c1OCC,22,3,-15,1.1,-16,-8,6,-1,1

Remaining list, next part
molecule,cytoskel mod,Calb biofilm kill,VCAM1 TNFa inh,DAT uptake mod,TNFa cytotox,HUVEC tox IL1B,Smad3 inh,PTPN22 inh 2,MT1-MMP txn act
CCCCN(CCCC)Cc1ccc(N)cc1,2,6,12,1.2,-18,16,11,2,1.2
O=S(=O)(NCc1ccccc1)c1ccc(Cl)cc1,/,-1,7,-0.83,6,19,23,3,1.1
O=c1cc(-c2ccccc2)nc2nc(CCc3ccccc3)[nH]n12,-11,8,-48,0.58,-2,-7,9,5,1.1
COCCNc1nc(C(C)(C)C)nc2c1nnn2Cc1ccccc1Cl,22,0,15,0.57,-18,1,1,5,1.1
COc1cc(C2CC(=O)NC(SCC(=O)Nc3ccccc3C)=C2C#N)ccc1O (stereo unspecified),16,/,8,-0.072,-17,-12,/,-4,1.1
Cc1csc(NC(=O)CCS(=O)(=O)c2ccc(Br)cc2)n1,6,1,11,1.5,-14,-16,-15,3,1.3
Cc1cc(C)c(C#N)c(SCC(=O)NC2CC2)n1,-11,2,0,-0.34,0,-16,1,-4,1.2
O=C(CCCSc1nc2ccccc2[nH]1)Nc1nnc(-c2ccccc2)o1,23,9,10,-0.066,-14,5,0,-17,1.2
O=C(COC(=O)COc1ccc(Cl)cc1)NC1CCCCC1,6,3,-9,0.3,-8,-15,4,-2,1
O=C(CCCOc1ccccc1)Nc1nnc(C2CCCO2)s1 (stereo unspecified),-18,5,-7,-0.78,-6,-19,4,18,1.2
COc1ccc(S(=O)(=O)N2CCC(C(N)=O)CC2)cc1,-3,6,9,-0.63,-15,5,-12,5,1
Cc1ccc2nc(C3CCCN(C(=O)NCc4ccccc4)C3)[nH]c2c1 (stereo unspecified),22,3,14,0.092,-20,2,2,-13,1.3
Cc1cnc(C(=O)Nc2ccc(-n3cnnn3)cc2)cn1,-6,7,34,-0.048,-9,1,5,-16,1.2
O=[N+]([O-])c1ccc(-c2nnc(-c3ccccc3)c(N3CCOCC3)n2)cc1,12,/,10,-0.91,-5,7,/,6,/
Cc1cc(C(=O)NC2CCCc3ccccc32)no1 (stereo unspecified),/,4,/,0.27,/,/,4,/,1.1
Cc1ccc(C(N)=O)cc1S(=O)(=O)Nc1cccc(C)c1C,0,-1,19,0.91,-20,-21,-7,10,1.1
O=C(c1nc2n(n1)C(c1ccc(Cl)cc1)C=C(c1ccccc1)N2)N1CCOCC1 (stereo unspecified),-2,-1,2,/,-8,-10,-13,-8,0.9
O=C(Nc1cccc(F)c1)NC1(C(=O)N2CCN3CCCC3C2)CCCCC1 (stereo unspecified),-2,4,14,0.29,-5,-17,-1,4,1.1

Structures from the list above containing a CF3 group, in the order listed:
molecule,cytoskel mod,Calb biofilm kill,VCAM1 TNFa inh,DAT uptake mod,TNFa cytotox,HUVEC tox IL1B,Smad3 inh,PTPN22 inh 2,MT1-MMP txn act
CC1(C)CC(NC(=O)C(F)(F)F)CC(C)(C)N1OC(=O)c1ccco1,/,1,/,-0.16,/,/,2,/,1
CCCn1c(=O)c2c(C(F)(F)F)cc(-c3ccco3)nc2n(CCC)c1=O,-14,/,6,-0.045,9,-15,/,8,/

From PubChem BioAssay
